Screening data as filed in PubChem BioAssay.
Vif-APOBEC3G blk – inhibitors of Vif-APOBEC3G interaction; Q9HC16; HeLa A3G-eYFP + Vif (tagged APOBEC3G with the HIV-1 protein that degrades it), YFP fluorescence, overnight; Potency, µM (highest dose often 46.1 µM), without a hit: at the top dose activity, negative = active, most hits filed as inhibitors; 410,000 compounds, 0.076% hits;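 also: potency is read from the fitted curve at half-maximal effect; % is scaled to controls: 0 for no effect and ±100 for the full control effect; nearly all actives have a fitted effect of over 60% in size; hits raise eYFP signal because A3G escapes Vif-driven loss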
Target sequence (Q9HC16 whole entry, looked up): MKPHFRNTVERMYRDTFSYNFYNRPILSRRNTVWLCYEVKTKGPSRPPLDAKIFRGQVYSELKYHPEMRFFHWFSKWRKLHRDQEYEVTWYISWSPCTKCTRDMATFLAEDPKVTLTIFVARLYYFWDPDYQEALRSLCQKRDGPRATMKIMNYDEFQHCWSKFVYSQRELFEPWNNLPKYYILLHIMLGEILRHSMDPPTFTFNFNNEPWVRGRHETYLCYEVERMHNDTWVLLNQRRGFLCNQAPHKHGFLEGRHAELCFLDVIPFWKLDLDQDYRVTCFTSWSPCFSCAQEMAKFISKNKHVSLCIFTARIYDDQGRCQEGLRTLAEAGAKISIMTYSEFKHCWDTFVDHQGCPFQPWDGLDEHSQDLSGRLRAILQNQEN
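Read-out is eYFP fluorescence (Ex 488/Em 500-530) from Vif-expressing HeLa A3G-eYFP cells; more signal means A3G escaped Vif-mediated degradation. Cells plated overnight, compound pinned in, incubated overnight at 37 deg C.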
RXFP1 agonist – agonists of human relaxin receptor RXFP1; Q9HBX9; HEK293T-RXFP1 cAMP TR-FRET, 30 min; response scale: percent of porcine relaxin response, buffer zero; Potency, µM (series often up to 57.5 µM), inactives show at the highest dose activation, actives largely listed as activators; 370,000 compounds, 0.3% hits; also: potency is read from the fitted curve at half-maximal effect; % is scaled to controls: 0 for no effect and ±100 for the full control effect; nearly all actives have a fitted effect of over 60% in size; many of its hits are not listed in these tables
Target sequence (Q9HBX9 whole entry, looked up): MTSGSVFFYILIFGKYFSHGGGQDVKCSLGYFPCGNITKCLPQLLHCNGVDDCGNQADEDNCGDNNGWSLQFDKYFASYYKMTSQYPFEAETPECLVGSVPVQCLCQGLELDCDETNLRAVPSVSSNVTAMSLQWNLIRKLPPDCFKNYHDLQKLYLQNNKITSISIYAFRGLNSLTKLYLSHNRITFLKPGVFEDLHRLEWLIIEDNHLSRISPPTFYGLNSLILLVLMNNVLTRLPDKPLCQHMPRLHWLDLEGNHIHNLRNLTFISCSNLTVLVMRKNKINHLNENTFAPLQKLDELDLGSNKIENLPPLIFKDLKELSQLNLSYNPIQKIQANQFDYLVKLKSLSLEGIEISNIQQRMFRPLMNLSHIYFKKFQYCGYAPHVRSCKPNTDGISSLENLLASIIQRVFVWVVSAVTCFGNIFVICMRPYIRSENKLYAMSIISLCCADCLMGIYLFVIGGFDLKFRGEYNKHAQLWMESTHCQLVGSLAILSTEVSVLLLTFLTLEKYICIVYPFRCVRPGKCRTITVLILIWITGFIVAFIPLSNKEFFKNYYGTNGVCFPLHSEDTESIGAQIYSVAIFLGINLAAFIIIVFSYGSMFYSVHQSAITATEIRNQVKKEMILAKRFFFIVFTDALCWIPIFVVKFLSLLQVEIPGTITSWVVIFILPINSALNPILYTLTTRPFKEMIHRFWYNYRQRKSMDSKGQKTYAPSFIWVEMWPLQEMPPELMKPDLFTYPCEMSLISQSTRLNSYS
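cAMP rise read by TR-FRET after 30 min, 37C compound exposure (up to 58 uM) in RXFP1-transfected HEK293 cells with Ro 20174 present. EC50 from Hill-equation fits, with 29 nM porcine relaxin as 100% and buffer as basal.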
RXFP1 antag – antagonists of human relaxin receptor RXFP1. Q9HBX9. HEK293-RXFP1, relaxin-stimulated cAMP HTRF, 30 min; active compounds read low. activity change, negative = inhibition, % at 57.5 µM. 350,000 compounds, 0.59% hits;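 active = activity change of -60% or lower, but not beyond a set lower limit; inconclusive = change between -60% and -40%, or beyond the set limit; inactive = change above -40%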; also: % is scaled to controls: 0 for no effect and ±100 for the full control effect
D2 PAM – positively modulates the human D2 dopamine receptor allosterically | 340,000 compounds, 0.34% hits | HEK293 T-REx D2, calcium flux, EC20 dopamine potentiation | potentiation, % at 10 µM | AID 485347;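 active = potentiation over 3 SD above the plate norm, cut at about 30% in these data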; also: 0% is about no effect
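Primary screen. Calcium kinetics in induced HEK293 T-REx D2 cells: compound pre-addition 180 s, EC20 dopamine, 180 s more.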
D1 antagonist – blocks dopamine activation of the human D1 receptor | P21728 | HEK293 TREx D1 cells, calcium flux, dopamine EC80; active compounds read low | activity change, negative = inhibition, % at 10 µM | 360,000 compounds, 3.2% hits | AID 504652; in the data active = activity change below about -30%; also: % is scaled to controls: 0 for no effect and ±100 for the full control effect
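HEK293 T-REx cells expressing inducible, force-coupled D1 receptor; no-wash Ca dye, 30–90 min RT. Cmpd → 180 s read at 1 Hz → EC80 DA → 180 s read.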
Glioma ERSR ind – inducers of ER stress response in human glioma cells | 420,000 compounds, 0.02% hits | U87-MG GRP78 promoter luciferase reporter, 16 h | Potency, µM, for inactives: at the top dose activation, most hits filed as activators | AID 602332; also: potency is read from the fitted curve at half-maximal effect; series mostly up to about 76 µM; % of control where 0% means no effect; nearly all actives have a fitted effect of over 35% in size
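Stably transfected U87-MG human glioma cells carrying a GRP78-based luminescent sensor were seeded at 1000 cells/well, pin-dosed with compounds and incubated 16 h. Luciferase reagent was then added, and end-point luminescence was read after 10 min at room temperature.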
Vif-APOBEC3F blk – Vif-A3F binding inhibition | HeLa A3F-eYFP + Vif (tagged APOBEC3F with the HIV-1 protein that degrades it), YFP fluorescence increase | Potency, µM (titrated, usually from 46.1 µM), for inactives: top-dose activity, negative = active | 390,000 compounds, 0.2% hits; also: potency is read from the fitted curve at half-maximal effect; % of control where 0% means no effect; nearly all actives have a fitted effect of over 65% in size
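HeLa cells stably expressing Vif plus C-terminally eYFP-tagged A3F were seeded, incubated overnight at 37 deg C, dosed with compound, incubated overnight again at 37 deg C. Yellow fluorescence (Ex 488/Em 500-530) reported blocked Vif-mediated A3F-eYFP degradation.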
D1 agonist – human D1 receptor agonism; activation, % at 2 µM; P21728; 360,000 compounds, 1% hits; HEK293 T-REx D1 cells, calcium flux, agonist mode; in the data active = activation above about 30%; also: 0% is about no effect
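Inducible HEK293 T-REx D1 cells, force-coupled to calcium signalling, were plated at 4000 cells/well with tetracycline and held overnight at 30 C. After no-wash calcium dye loading, compound-evoked calcium rise over 180 s flagged agonists.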
D1 PAM – human D1 dopamine receptor positive modulation. P21728. HEK293 TREx D1 cells, calcium flux, dopamine EC20 potentiation. potentiation, % at 10 µM. 360,000 compounds, 0.036% hits. AID 504651; in the data active = potentiation above about 30%; also: 0% is about no effect
* marks the source's active call; other numbers are inactive results; ? = inconclusive; nt = not tested or not shown; & = joins results of further samples. Unless noted, calls follow the shape of the dose curve; as a rule, active = well fitted curve in the direction sought with a large enough effect; inconclusive = small, poorly fitted or top-dose-only effect, or another doubt; inactive = no such curve, though single readings can be large; an effect the other way counts as inactive or inconclusive. The list is partial; rates above refer to the full screens.

SMILES | Vif-APOBEC3G blk | RXFP1 agonist | RXFP1 antag | D2 PAM | D1 antagonist | Glioma ERSR ind | Vif-APOBEC3F blk | D1 agonist | D1 PAM
N#C/C(=N\Nc1ccccc1[N+](=O)[O-])C(=N)N1CCCCC1 | 3% | -2.2% | -3 | -3 | 15 | -9% | -1% | 1 | -1
O=C(CN1c2ccccc2S(=O)(=O)c2ccccc21)NCc1ccccc1 | 2% | ? | 33 | -9 | -16 | -3% | 4% | -1 | -4
CC1(C)CC(NC(=O)C(=O)NCCc2ccc(Cl)cc2)CC(C)(C)N1 | 0% | 1.2% | 0 | -3 | 0 | 2% | -4% | 4 | -8
O=C(NCC(c1cccnc1)N1CCOCC1)c1ccco1 (centres undefined) | -1% | 0.0% | -12 | 9 | 4 | 2% | -3% | 1 | 4
Cc1ccccc1OCC(=O)NNC(=O)C1CCCCC1C(=O)O (centres undefined) | 0% | -0.1% | -5 | -4 | -24 | -1% | -8% | 3 | -3
CCOC(=O)C1CCCN(C(=O)c2cn(CC)c3ccc(S(=O)(=O)N(C)C)cc3c2=O)C1 (centres undefined) | 0% | 0.7% | -5 | -2 | 6 | -5% | 2% | 1 | -2
COc1cccc(CNCCSc2nnnn2C)c1OCc1ccc(Cl)cc1 | 2% | 1.7% | nt | -1 | -15 | -4% | -6% | 6 | -2
Cc1ccc(S(=O)(=O)NCCc2sc3nc(-c4ccccc4)nn3c2C)cc1C | -1% | 0.4% | -15 | -4 | nt | 1% | -11% | 1 | -3
CS(=O)(=O)c1ccccc1C(=O)Nc1cc(Cl)ccc1-n1cncn1 | -2% | 0.5% | -9 | 2 | 7 | -3% | 2% | -1 | -5
Fc1cccc(Cc2noc(CN3CCC(c4ccncc4)CC3)n2)c1 | 1% | 4.0% | -3 | 0 | -11 | -2% | 5% | 6 | -4
COc1ccc(C(=O)NCc2cn3ccc(C)cc3n2)cc1 | -7% | -5.9% | 16 | 1 | -3 | -2% | -3% | -2 | -1
COc1ccc([C@@]23Oc4cc(OC)cc(OC)c4[C@]2(O)[C@H](O)[C@H](C(=O)N(C)C)[C@H]3c2ccccc2)cc1 | -16% | nt | -22 | nt | nt | 0% | 5% | nt | nt
CC1(C)CC(=O)C(c2ccccc2)(c2ccccc2)C(=O)C1 | -2% | nt | -1 | nt | nt | -4% | -6% | nt | nt
O=C(CSc1n[nH]c(-c2ccncc2)n1)NC1CCS(=O)(=O)C1 (centres undefined) | -1% | 0.6% | -11 | 4 | 17 | 1% | 6% | 4 | 0
O=C(NCc1ccccn1)c1ccc(Cl)c(S(=O)(=O)N2CCCCCC2)c1 | 1% | -0.4% | -7 | 1 | -16 | -2% | -10% | 12 | -6
CCOC(=O)c1c(C)[nH]c(C(=O)OCC(=O)NC2(C#N)CCCCC2)c1C | 0% | -0.7% | -2 | -4 | -14 | -1% | 6% | 2 | -4
Cc1cc(-c2nnc3sc(C4CCCCC4)nn23)n[nH]1 | 0% | 1.2% | -5 | 12 | 7 | -6% | -12% | -2 | -5
O=C(Nc1cc(S(=O)(=O)N2CCOCC2)ccc1O)c1ccc(S(=O)(=O)N2CCCCC2)cc1 | -1% | nt | 0 | nt | nt | -3% | 8% | nt | nt
CC(C)c1ccc(S(=O)(=O)c2nnn3c2nc(NCC2CCCO2)c2ccccc23)cc1 (centres undefined) | 3% | 6.0% | 12 | 3 | 21 | -3% | -3% | 1 | 1
COc1ccc(/C=C/C(=O)Nc2cc(C)on2)cc1 | 2% | -0.7% | 5 | 3 | 19 | 4% | -5% | 2 | 1
CCn1nc2cc(C(=O)NCc3cc(C(F)(F)F)cc(C(F)(F)F)c3)ccc2c1OC | -3% | 3.3% | nt | nt | 2 | -2% | -13% | 8 | 0
C/C(=N/Nc1nc(C)c(C)s1)c1cccc([N+](=O)[O-])c1 | -7% | 0.0% | 13 | 5 | -18 | 3% | 6% | 1 | -5
CCCCc1nc2ccccc2c(NC(=O)CN(CC)CC)c1CCC | -1% | 1.0% | -3 | 7 | 15 | -1% | -3% | 1 | -2
Cc1cc(C(=O)N/N=C2\CC(=O)c3ccccc32)c(C)n1-c1ccc(F)cc1 | -10% | -0.3% | -3 | 1 | -7 | 5% | 1% | 0 | -3
Cc1ccc(N2CC(C(=O)N3CCOCC3)CC2=O)cc1C (centres undefined) | 1% | -0.5% | -2 | nt | -11 | -2% | -11% | 3 | -6
O=C(Nc1ccc(OCc2ccccc2Cl)cc1)c1cccnc1 | -10% | 1.3% | -1 | 0 | -11 | -13% | -1% | 7 | -5
O=C(Nc1ccccc1NC(=O)c1ccc(F)cc1)c1ccc(F)cc1 | 2% | 0.9% | -4 | -1 | -36* | -5% | -1% | 3 | -2
CCCCCOc1ccc(NC(=O)C(=O)NCC2CCCN2CC)cc1 (centres undefined) | -2% | -0.2% | -5 | 8 | 17 | 2% | -3% | 5 | -4
Cc1ccsc1C(=O)Nc1ccc(O)c(-c2nc3ccccc3s2)c1 | -5% | 25% | 35 | -13 | -8 | 1% | ? | 1 | -9
Cc1cccc(C(C)C)c1NC(=O)c1c(-c2ccccc2)noc1C | -6% | -0.8% | -2 | 2 | 3 | -1% | -4% | 3 | 2
CCOC(=O)c1ccccc1NC(=O)Cn1c(=O)n(-c2cccc(C)c2)c(=O)c2c1c1cc(C)ccc1n2C | -1% | 1.6% | nt | -10 | 9 | 1% | 3% | 0 | 1
CN1CCN(CC(=O)N2c3ccccc3C(C)(c3ccc(Cl)cc3)CC2(C)C)CC1 (centres undefined) | -1% | -1.4% | -11 | -22 | -1 | -3% | -6% | 4 | 2
Cc1ccc(/C=C2\SC(N3CCCC3)=NC2=O)cc1 | nt | -1.3% | nt | 4 | 15 | nt | nt | -1 | -1
Cn1c(=O)c(C#N)c(-c2ccccc2)n2cnnc12 | 0% | 2.6% | 10 | -2 | 11 | 2% | 0% | 1 | -6
CCOc1ccc(N(CC(=O)NCc2ccc(C)cc2)S(=O)(=O)c2c(C)noc2C)cc1 | 1% | -1.2% | nt | -5 | 2 | -3% | -3% | 0 | 2
N#Cc1ccccc1OCC(=O)OCC(=O)N1CCN(C(=O)c2ccco2)CC1 | 5% | 1.0% | -9 | 0 | 5 | -3% | -3% | 2 | -2

3 entries drawn at random from the list so far:
SMILES | Vif-APOBEC3G blk | RXFP1 agonist | RXFP1 antag | D2 PAM | D1 antagonist | Glioma ERSR ind | Vif-APOBEC3F blk | D1 agonist | D1 PAM
CC1(C)CC(NC(=O)C(=O)NCCc2ccc(Cl)cc2)CC(C)(C)N1 | 0% | 1.2% | 0 | -3 | 0 | 2% | -4% | 4 | -8
Cc1ccc(S(=O)(=O)NCCc2sc3nc(-c4ccccc4)nn3c2C)cc1C | -1% | 0.4% | -15 | -4 | nt | 1% | -11% | 1 | -3
Cc1cc(-c2nnc3sc(C4CCCCC4)nn23)n[nH]1 | 0% | 1.2% | -5 | 12 | 7 | -6% | -12% | -2 | -5

Going on with the list.
SMILES | Vif-APOBEC3G blk | RXFP1 agonist | RXFP1 antag | D2 PAM | D1 antagonist | Glioma ERSR ind | Vif-APOBEC3F blk | D1 agonist | D1 PAM
CN(CC(CC(=O)Nc1nncs1)c1ccccc1)S(=O)(=O)c1ccc(Br)cc1 (centres undefined) | -2% | 3.5% | nt | 9 | -12 | -1% | -5% | 3 | -4
N/C(=N\OC(=O)CCCCCN1C(=O)c2ccccc2C1=O)c1ccccn1 | 3% | 0.3% | -17 | -3 | nt | -1% | 0% | 0 | -1
N#C/C(=C\c1sc(N2CCOCC2)nc1-c1ccccc1)C(=O)Nc1cccc2ccccc12 | nt | 0.2% | nt | -12 | -5 | nt | nt | 40* | 2
COc1ccc2cc(S(=O)(=O)NCc3cccnc3)ccc2c1 | -4% | 0.6% | 7 | 11 | -14 | 1% | -24% | 9 | -6
CN1CCN(C(=S)c2ccc(Br)cc2)CC1 | 2% | -2.4% | -25 | -11 | -8 | 2% | 5% | 3 | 7
CCCCOc1ccc(/C=C/C(=O)NC2=Nc3ccccc3NC(C)=C2C(=O)OCC)cc1OC | 8% | -0.7% | 6 | -5 | -18 | -6% | -38% | 11 | -1
O=C(O)CCCC(=O)Nc1ccc(Oc2ncnc3cc(Cl)ccc23)nc1 | 0% | 2.6% | 1 | 0 | 7 | -1% | -15% | 5 | 4
COCCN1Cc2cccc(C(=O)NCC3CCN(CC(C)C)C3)c2C1=O (centres undefined) | 1% | 2.1% | -3 | 12 | -8 | -1% | 15% | 1 | 1
O=C(Nc1ccc(F)cc1)C(=O)c1cn(CC(=O)N2CCOCC2)c2ccccc12 | -16% | 3.2% | -4 | -1 | 0 | 1% | -6% | 4 | 1
O=C(COc1cc(Cl)c(Cl)cc1Cl)Nc1ccc([N+](=O)[O-])cc1Cl | -1% | 2.8% | 1 | -3 | -8 | 5% | -7% | 3 | 3
Cc1ccc(-n2nc3c(c2NC(=O)c2cccs2)CS(=O)(=O)C3)cc1C | 0% | 1.0% | -3 | -17 | 1 | -5% | -1% | 4 | 2
C[C@@H]1CCCCO[C@@H](CN(C)C(=O)Cc2ccccc2)[C@@H](C)CN([C@H](C)CO)C(=O)c2cc(NC(=O)C3CCCCC3)ccc2O1 | -4% | nt | 14 | nt | nt | 5% | -10% | nt | nt
O=C(NCc1ccncc1)C1CCN(S(=O)(=O)Cc2ccccc2)CC1 | -2% | 0.3% | -23 | -8 | -3 | -2% | -5% | 2 | -9
CCN(Cc1ccccc1)C(=O)c1nn(-c2ccc(OC)cc2)c(=O)c2c1c1ccccc1n2C | 2% | -0.1%&6.9% | 3&7 | -5&-1 | 4&-8 | -3% | 8% | 2&9 | -4&1
CCCCn1c(=N)n(CCOc2ccc(C)cc2)c2ccccc21 | -1% | 2.4% | -75* | 2 | 32 | -5% | 3% | 50* | -3
N#Cc1ccc(OCCN2C(=O)NC3(CCSC3)C2=O)cc1 (centres undefined) | -1% | -0.1% | 13 | 8 | -31* | 2% | 1% | 0 | -7
Cc1nc2ccc(NC(=O)C(F)(F)F)cc2o1 | 2% | 1.4% | -4 | -5 | 0 | -1% | -7% | 1 | 0
NS(=O)(=O)c1cccc(NC(=O)CSc2nnc(-c3ccccc3F)n2C2CC2)c1 | 2% | 0.8% | -6 | nt | 8 | -5% | 1% | 1 | -5
C=CCNC(=S)NCc1cccnc1 | -2% | -1.0% | -1 | 8 | -6 | -3% | -20% | 2 | 4
